# Assay outcomes from PubChem BioAssay.
# Vif-APOBEC3G blk: Vif-A3G binding inhibition | HeLa A3G-eYFP + Vif (tagged APOBEC3G with the HIV-1 protein that degrades it), YFP fluorescence, overnight | Potency, µM (top dose mostly 46.1 µM), for the others: at the top dose activity, negative = active, hits mostly inhibitors | 410,000 compounds, 0.076% hits | AID 602310;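 also: potency is read from the fitted curve at half-maximal effect; % is scaled to controls: 0 for no effect and ±100 for the full control effect; nearly all actives have a fitted effect of over 60% in size; hits raise eYFP signal because A3G escapes Vif-driven loss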
# Target sequence (Q9HC16 whole entry, looked up): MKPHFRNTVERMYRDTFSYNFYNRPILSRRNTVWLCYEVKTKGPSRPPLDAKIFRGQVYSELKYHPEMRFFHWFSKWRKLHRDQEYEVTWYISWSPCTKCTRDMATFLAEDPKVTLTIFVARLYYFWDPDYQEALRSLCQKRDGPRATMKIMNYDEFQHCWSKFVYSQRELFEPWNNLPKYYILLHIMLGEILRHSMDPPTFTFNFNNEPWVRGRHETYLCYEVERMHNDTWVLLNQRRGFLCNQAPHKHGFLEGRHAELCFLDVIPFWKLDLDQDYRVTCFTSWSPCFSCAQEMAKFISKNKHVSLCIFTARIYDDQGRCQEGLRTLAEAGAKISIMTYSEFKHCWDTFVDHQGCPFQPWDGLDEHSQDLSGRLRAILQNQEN
#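 HeLa cells stably expressing Vif and C-terminally eYFP-tagged A3G, seeded overnight at 37 deg C, then exposed to compound by pintool overnight at 37 deg C. Rise in yellow fluorescence (Ex 488/Em 500-530, Acumen) marks blocked Vif-driven A3G degradation.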
# GRP78 ERSR act: ER stress response induction in glioma. U87-MG GRP78 promoter luciferase reporter, 16 h. AID 602332. 420,000 compounds, 0.02% hits. Potency, µM, without a hit: at the top dose activation, actives largely listed as activators; also: potency is read from the fitted curve at half-maximal effect; series mostly up to about 76 µM; % of control where 0% means no effect; nearly all actives have a fitted effect of over 35% in size
#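 Stably transfected U87-MG human glioma cells carrying a GRP78-based luminescent sensor were seeded at 1000 cells/well, pin-dosed with compounds and incubated 16 h. Luciferase reagent was then added, and end-point luminescence was read after 10 min at room temperature.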
# LDHA inh: inhibitors of human lactate dehydrogenase A; P00338; purified LDHA, NADH/diaphorase-resazurin fluorescence; hits give low values; activity change, % (values are at about 110 or 230 µM); 480,000 compounds, 0.15% hits; in the data active = activity change below about -30%; inconclusive = mostly about -25% to -30%;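 also: plate controls were DMSO wells for no effect and wells without enzyme for full effect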
#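 Enzyme activity of human lactate dehydrogenase 5 (2 nM; 0.06 mM NADH, 0.2 mM pyruvate, 5 min, RT) is measured via a resazurin/diaphorase fluorescence readout of residual NADH.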
# Starred values were filed as active, the others as inactive; ? = inconclusive. Unless noted, calls follow the shape of the dose curve; as a rule, active = well fitted curve in the direction sought with a large enough effect; inconclusive = small, poorly fitted or top-dose-only effect, or another doubt; inactive = no such curve, though single readings can be large; an effect the other way counts as inactive or inconclusive. Only part of the results is shown. The share of hits here may be higher or lower than overall.
# The first 2 compounds, ahead of the listing:
SMILES,Vif-APOBEC3G blk,GRP78 ERSR act,LDHA inh
Cc1ccc(Cc2c(-c3cccc(Cl)c3)nc3c(C)cc(Br)cn23)cc1,-5%,-3%,-12
COc1cc(-c2cc3nc(NCCc4ccncc4)ccn3n2)cc(OC)c1OC,?,0%,-1

# Main list, repeating the preview:
SMILES,Vif-APOBEC3G blk,GRP78 ERSR act,LDHA inh
Cc1ccc(Cc2c(-c3cccc(Cl)c3)nc3c(C)cc(Br)cn23)cc1,-5%,-3%,-12
COc1cc(-c2cc3nc(NCCc4ccncc4)ccn3n2)cc(OC)c1OC,?,0%,-1
O=C(O)c1ccc(CN2C[C@@H](CO)O[C@@H](n3cnc4c(NCc5ccco5)ncnc43)C2)cc1,-3%,-3%,-2
CC1(C(=O)Nc2cccc(Oc3ccccc3)c2)CCN1C1Cc2ccccc2C1 (centres undefined),-2%,-3%,4
COCCNc1nc2cc(-c3ccc(C)cc3)sc2c(=O)n1C,0%,2%,-3
CN1CCN(C2CN(Cc3ccc(F)cc3)S(=O)(=O)C2)CC1 (centres undefined),-4%,-5%,-5
OCCN1CCN(c2ncnc3c2ncn3[C@H]2CN(Cc3cccnc3)C[C@@H](CO)O2)CC1,0%,-3%,-5
NC(Cc1ccc(C(F)(F)F)cc1)c1csc(NC(=O)Nc2ccccc2Oc2ccccc2)n1 (centres undefined),2%,-12%,1
COc1ccc(C(N)c2csc(Nc3cc(Oc4ccccc4)ncn3)n2)cc1 (centres undefined),-12%,-6%,-10
CCOC(=O)C1(C)CCN1C(=O)c1oc2ccccc2c1C (centres undefined),1%,-1%,-3
CSc1ccc(CN2CCC(C)(Oc3ccccc3)C2)cc1 (centres undefined),-1%,-3%,0
CCNC(=O)C1(C)CCN(Cc2ccc(OC(F)(F)F)cc2)C1 (centres undefined),-6%,-4%,-5
COc1ccc(NC(=O)c2cc(-c3cc(Cl)ccc3OC)n[nH]2)cc1OC,-8%,-2%,1
COc1ccc(-c2ccc(C(=O)NCc3ccncc3)c3occc23)c(C)c1,-3%,3%,2
CCCNC(=O)C1(C)CCN(Cc2ccc(OC)c3ccccc23)C1 (centres undefined),1%,-2%,1
COCCNC(=O)C1(C)CCN(Cc2ccc(C(C)C)cc2)C1 (centres undefined),-4%,-1%,-3
COc1ccc(CN2CCC(C)(Oc3cccc(F)c3)C2)c2ccccc12 (centres undefined),-1%,-3%,0
CN1CCN(c2ncnc3c2ncn3[C@H]2CN(C)C[C@@H](CO)O2)CC1,0%,0%,-6
c1coc(-c2ccc3nncn3c2)c1,2%,-4%,-4
OC(c1ccccc1)c1nc(-c2cncnc2)cs1 (centres undefined),-3%,-1%,-6
COc1ccc(NC(=O)C2Cc3c(-c4ccc(NC(C)=O)cc4)ccnc3O2)cc1OC (centres undefined),-8%,1%,-2
Cc1ccc2nc(C3CCCCC3)c(Cc3ccccc3C(F)(F)F)n2c1,-25%,-2%,5
Clc1cccc(-c2cc3nc(NCCOc4ccccc4)ccn3n2)c1,-4%,1%,-6
CCOC1=C2[C@@H](CN(S(=O)(=O)c3ccc(C)cc3)[C@H]2c2ccc(CC)cc2)[C@H]2C(=O)N(c3ccccc3)C(=O)[C@H]2C1,-1%,4%,-2
CC(=O)NC(c1cccc(F)c1)c1nc(-c2ccc(N(C)C)cc2)cs1 (centres undefined),-8%,-4%,-4
# Other structures
SMILES,Vif-APOBEC3G blk,GRP78 ERSR act,LDHA inh
COc1cccc(CN2CCC2(C)C(=O)Nc2cnc3ccccc3c2)c1F (centres undefined),-11%,-3%,1
COCOc1cccc(CN2CCC(C)(Oc3ccc(SC)cc3)C2)c1 (centres undefined),-3%,-1%,-3
CC(=O)Nc1cc(-c2ccc(C(=O)N3CCOCC3)cc2)cn2c(-c3ccc(S(C)(=O)=O)cc3)cnc12,-3%,-1%,6
OC(c1cccc(Cl)c1)c1ncc(-c2ccc(C(F)(F)F)cc2)[nH]1 (centres undefined),-6%,-2%,-6
Cc1cccc(-c2cnc(C(O)Cc3ccccc3)[nH]2)c1 (centres undefined),-26%,1%,2
COc1cc(C(=O)c2cc3c(cc2C)OCO3)cc(OC)c1OC,-54%,-2%,-3
CNc1cncc(-c2ccc(C)cc2)n1,3%,3%,-6
CC(=O)c1cccc(NC(=O)C2(C)Cc3c(-c4ccccc4)ccnc3O2)c1 (centres undefined),-7%,-2%,-5
CCc1nc2ccc(C(=O)N3CCN(C(C)=O)CC3)cn2c1N(C)C(=O)c1cccc(OC)c1,1%,-3%,-1
COc1ccc(C(c2nnnn2-c2ccc3c(c2)OCCO3)N2CCN(C/C=C/c3ccccc3)CC2)cc1 (centres undefined),-1%,-4%,-6
COc1ccc(NC(=O)C2(C)Cc3c(-c4ccc(N(C)C)cc4)ccnc3O2)cc1OC (centres undefined),1%,-2%,3
CNc1cccc(-c2cc(OC)c(OC)c(OC)c2)n1,1%,0%,0
CCCn1cnnc1CNC(=O)[C@H]1O[C@@H](n2cnc3c(N)ncnc32)[C@H](O)[C@@H]1O,3%,-5%,-6
C(=C\c1ccc2nncn2c1)/c1ccccc1,-13%,1%,5
COc1cc(OC)cc(-c2noc([C@H]3C[C@H](O)[C@@H](CO)O3)n2)c1,0%,1%,1
CC(=O)Oc1ccccc1Cn1c(C)c(C(=O)NCc2ccc(F)cc2)sc1=O,-2%,-1%,-4
Cc1ccccc1-c1cc2nc(Nc3ccc(F)cc3)n(C)c(=O)c2s1,-16%,-1%,-4
CCCNC(=O)C1(C)CCN(Cc2cc(C(F)(F)F)ccc2Cl)C1 (centres undefined),-2%,-3%,-2
Cc1cc2nc(-c3cccc(Br)c3)c(Cc3ccccc3)n2c(C)c1Br,-8%,3%,-8
O=C(Nc1nnc([C@H]2C[C@H](O)[C@@H](CO)O2)s1)C(c1ccccc1)c1ccccc1,-9%,-2%,-3
CCS(=O)(=O)NC(=O)C1(C)CCN1C(=O)Cc1ccc(Cl)cc1Cl (centres undefined),3%,-2%,-6
CC1(C(=O)NCc2ccccc2)CCC(=O)N1CCc1c[nH]c2ccccc12 (centres undefined),1%,-3%,-8
CC(C)NC(=O)C1(C)CCN1C(=O)C1(c2ccccc2)CC1 (centres undefined),3%,-1%,-3
CN1CCN(c2ncnc3c2ncn3[C@H]2CN(Cc3ccc(F)cc3)C[C@@H](CO)O2)CC1,-5%,2%,-5
Cn1c(NCc2ccccc2)nc2cc(-c3ccccc3)sc2c1=O,-1%,2%,-9

# Reformatted as tab-separated lines: part of the list above
Molecule	Vif-APOBEC3G blk	GRP78 ERSR act	LDHA inh
CN1CCN(C2CN(Cc3ccc(F)cc3)S(=O)(=O)C2)CC1 (centres undefined)	-4%	-5%	-5
COc1ccc(CN2CCC(C)(Oc3cccc(F)c3)C2)c2ccccc12 (centres undefined)	-1%	-3%	0
CCOC(=O)C1(C)CCN1C(=O)c1oc2ccccc2c1C (centres undefined)	1%	-1%	-3
COc1cc(-c2cc3nc(NCCc4ccncc4)ccn3n2)cc(OC)c1OC	?	0%	-1
CNc1cccc(-c2cc(OC)c(OC)c(OC)c2)n1	1%	0%	0

# (listing goes on)
SMILES,Vif-APOBEC3G blk,GRP78 ERSR act,LDHA inh
COc1ccc(-c2nc3cc(C)c(Br)c(C)n3c2Cc2ccc(C)cc2)cc1OC,-6%,-5%,-3
CCNC(=O)C1CCCN(Cc2cc(C(F)(F)F)ccc2Cl)CC1 (centres undefined),-2%,-2%,-5
CC1(C(=O)NS(=O)(=O)c2ccc(Br)cc2)CCN1C(=O)CC1CCCCC1 (centres undefined),-3%,3%,-1
C=Cc1ccc(Cn2c(C)c(C(=O)NCCC#N)sc2=O)cc1,-3%,-1%,-16
COc1ccc(CNC(=O)c2cn(Cc3ccccc3F)c(=O)s2)cc1,-5%,-1%,-2
Cc1ccc(Cc2c(-c3ccc(F)cc3)nc3ccc(Br)cn23)cc1,1%,0%,-4
CC1CCC(NC(=O)c2[nH]c(C(F)(F)F)nc2-c2ccccc2)CC1 (centres undefined),0%,-3%,-3
CC(C)c1ccc(CC(=O)N2CCC2(C)C(=O)NS(=O)(=O)c2ccc(Cl)s2)cc1 (centres undefined),-2%,-3%,-4
CC(C)CNC(=O)c1cccc2c(-c3cccc(C(N)=O)c3)coc12,-7%,2%,-6
CC(C)CNC(=O)C1(C)CCN1C(=O)c1ccc(C(C)(C)C)cc1 (centres undefined),1%,-2%,-3
CCCCNC(=O)c1nc(C2CCN(S(=O)(=O)c3ccccc3)CC2)oc1-c1cccc(C(F)(F)F)c1,-1%,-4%,-11
COc1cc(NC(=O)CC[C@H]2O[C@@H](n3cnc4c(NC(=O)c5ccccc5)ncnc43)[C@H](O)[C@@H]2O)cc(OC)c1OC,0%,-2%,-3
CN(C)C(=O)c1cccc(-c2cccc(-c3nc(C(=O)NCc4ccccc4)cc4c3[C@@H](CCO)N(S(=O)C(C)(C)C)C4)c2)c1 (some centres undefined),?,10%,1
COc1ccc(CN2CCC2(C)C(=O)Nc2cccc(NS(C)(=O)=O)c2)c2ccccc12 (centres undefined),-5%,0%,5
Cc1noc(C)c1C(=O)N1CCC1(C)C(=O)NS(=O)(=O)c1cccc(Cl)c1 (centres undefined),-1%,-3%,-1
Cc1ccc(CNC(=O)Nc2nnc([C@@H]3C[C@H](O)[C@@H](CO)O3)s2)cc1,0%,0%,2
COc1ccc(CNC(=O)C2Cc3c(-c4ccccc4Oc4ccccc4)ccnc3O2)cc1OC (centres undefined),-7%,-3%,-1
CC(=O)Nc1cccc(-c2ccnc3c2CC(C(=O)Nc2ccccc2)O3)c1 (centres undefined),-3%,-4%,-16
CC(=O)NC(C)(c1ccccc1)c1nc(-c2cccc(F)c2)cs1 (centres undefined),-2%,1%,-7
CC1(Cc2ccc(F)cc2)C(=O)Nc2ccc(-c3cccnc3)cc21 (centres undefined),0%,-3%,-5
CCCNC(=O)c1cc(C2CCCN(C(=O)c3ccc4ccccc4c3)C2)on1 (centres undefined),-3%,-5%,1
CC1(C(=O)O)CCCN1C(=O)c1ccc(Cl)cc1Cl (centres undefined),-2%,3%,-6
OCCN1CCN(c2ncnc3c2ncn3[C@H]2CN(Cc3ccncc3)C[C@@H](CO)O2)CC1,2%,-2%,-12
CC(C)(C)n1nnnc1C(C1CC1)N1CCN(C/C=C/c2ccccc2)CC1 (centres undefined),-3%,-4%,-3
CCOC(=O)C1=CC[C@@H](c2ccc(F)cc2)N(S(=O)(=O)c2ccc(C)cc2)[C@H]1c1ccccc1,-1%,-4%,-11
# (listing goes on)
SMILES,Vif-APOBEC3G blk,GRP78 ERSR act,LDHA inh
Cc1ccc(-c2ccc3c(c2)O[C@H](CN(C)C(=O)Nc2ccc(C(F)(F)F)cc2)[C@H](C)CN([C@H](C)CO)S3(=O)=O)cc1,-2%,0%,-8
CN(C)C(=O)c1cccc(-c2cccc(-c3nc(C(=O)NCc4ccccc4)cc4c3[C@H](CCO)N(S(=O)C(C)(C)C)C4)c2)c1 (some centres undefined),-6%,5%,2
CCCCN(C)c1c(C)nc2ccc(C(=O)N(C)Cc3ccco3)cn12,1%,-2%,-5
CCc1nc2c(OCC(=O)C(C)(C)C)cccn2c1N(C)C(=O)C1CC1,-2%,-1%,-8
O=c1cc(CCc2ccccc2)[nH]c(=O)[nH]1,2%,-2%,-2
CN(C)c1ccc(CC(=O)N2CCCC(c3cc(C(=O)Nc4ccc5c(c4)OCO5)no3)C2)cc1 (centres undefined),-4%,-2%,3
OC[C@@H]1CN(Cc2ccc3c(c2)OCO3)C[C@H](n2cnc3c(NCc4ccncc4)ncnc32)O1,3%,-1%,-2
N#CCc1ccc(-c2cccc3nccn23)cc1,1%,2%,-1
Cc1ccc(Cc2c(-c3ccccc3)nc3cc(C)c(Br)c(C)n23)cc1,-6%,-1%,-6
Cc1ccc(C(O)c2ncc(-c3ccc(F)cc3)[nH]2)c(C)c1 (centres undefined),1%,-2%,-9
CC1(C(=O)Nc2ccc3c(c2)OCO3)CCN1C(=O)CCc1ccc(Cl)cc1Cl (centres undefined),0%,3%,-1
COc1ccccc1CC1(C)C(=O)Nc2ccc(OC(F)(F)F)cc21 (centres undefined),-2%,-11%,4
CSC(=NS(=O)(=O)c1ccccc1)NNC(=O)c1c(-c2c(Cl)cccc2Cl)noc1C,-2%,-1%,-12
Cc1ccc(Cl)cc1-c1cc(C(=O)NCC2CCCCC2)[nH]n1,-23%,-3%,-10
OC(c1ccc(Cl)c(Cl)c1)c1ncc(-c2ccc(Cl)cc2)[nH]1 (centres undefined),-9%,-5%,-6
O=C(COc1ccc(CNC[C@H]2O[C@@H](n3ccc(=O)[nH]c3=O)[C@H](O)[C@@H]2O)cc1)Nc1ccccn1,-2%,-2%,-4
COc1cc(F)ccc1-c1cc(C(=O)Nc2ccc(NC(C)=O)cc2)[nH]n1,-2%,2%,-9
